Screening results from PubChem.
aSyn yeast inh: alpha-synuclein toxicity inhibition in yeast | Yeast expressing alpha-synuclein, growth rescue, BacTiter-Glo, 24 h | Potency, µM (titrated, usually from 46.1 µM), without a hit: at the top dose growth rescue (activation), actives largely listed as activators | 0.14% of 370,000 active | AID 652106; also: potency is read from the fitted curve at half-maximal effect; % of control where 0% means no effect; nearly all actives have a fitted effect of over 65% in size
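Galactose-induced alpha-syn yeast (OD600=0.02, raffinose-pregrown) + pinned cpd, 24 hr, 30 deg C; growth by BacTiter-Glo luminescence. Growth restoration scores as activation.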
FUS yeast rescue: rescues growth of FUS-expressing yeast | 0.24% of 390,000 active | Potency, µM (top dose mostly 76.6 µM), for inactives: top-dose growth rescue (activation), actives largely listed as activators | S. cerevisiae FUS-expressing, growth rescue, OD600, 24 h | AID 1347120;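 also: potency is read from the fitted curve at half-maximal effect; plate controls were DMSO vehicle for no effect and reference control for full effect; nearly all actives have a fitted effect of over 55% in size; some results filed as inactive show a strong effect at the top dose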
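Absorbance at 600 nm, taken 24hr after compound addition, measured rescue of FUS-yeast growth at 30C. Induction used 2% galactose with seeding at OD 0.005. Controls: CP55940 from 92uM final, DMSO only.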
pAkt inh: Akt phosphorylation inhibition. AID 651550. 0.32% of 360,000 active. activity change, % for hits at 50 µM. Neuro2A IGF-stimulated pAkt S473 HTRF, 20 min; stronger effect = lower value; in the data active = activity change below about -80%; inconclusive = mostly about -51% to -80%; also: % is scaled to controls: 0 for no effect and ±100 for the full control effect
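Single-point screen (50 µM final compound) in Neuro2A cells stimulated 20 min with 6 nM IGF at 37 deg C. After lysis, Ser473-phosphorylated Akt read by HTRF (ex 330 nm, em 615/665 nm) as the 665/615 ratio.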
Abeta yeast res: A-beta toxicity reversal in yeast. yeast expressing A-beta42, growth rescue, OD600, 48 h; response scale: 0% DMSO, 100% iron-clioquinol control. Potency, µM (doses to about 46.1 µM), without a hit: top-dose growth rescue, usual class: activators. 0.063% of 410,000 active. AID 1347071; also: potency is read from the fitted curve at half-maximal effect; nearly all actives have a fitted effect of over 55% in size
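Yeast growth medium received pinned compounds, then yeast cells expressing toxic A-beta were added; plates incubated at 30 C for 48 hr. Growth read as absorbance at 600 nm, normalized to DMSO and equimolar FeCl3 plus clioquinol controls.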
GLP1R inv ag: GLP-1 receptor (human) inverse agonism; HEK293 GLP-1R CRE-luciferase, luminescence, 24 h; GLP-1R form is constitutively active; 1.6% of 410,000 active; Potency, µM (highest dose often 38.3 µM), for inactives: top-dose activity change, negative = inhibition, usual class: inhibitors; P43220; also: potency is read from the fitted curve at half-maximal effect; % is scaled to controls: 0 for no effect and ±100 for the full control effect; nearly all actives have a fitted effect of over 55% in size
Target sequence (P43220 whole entry, looked up): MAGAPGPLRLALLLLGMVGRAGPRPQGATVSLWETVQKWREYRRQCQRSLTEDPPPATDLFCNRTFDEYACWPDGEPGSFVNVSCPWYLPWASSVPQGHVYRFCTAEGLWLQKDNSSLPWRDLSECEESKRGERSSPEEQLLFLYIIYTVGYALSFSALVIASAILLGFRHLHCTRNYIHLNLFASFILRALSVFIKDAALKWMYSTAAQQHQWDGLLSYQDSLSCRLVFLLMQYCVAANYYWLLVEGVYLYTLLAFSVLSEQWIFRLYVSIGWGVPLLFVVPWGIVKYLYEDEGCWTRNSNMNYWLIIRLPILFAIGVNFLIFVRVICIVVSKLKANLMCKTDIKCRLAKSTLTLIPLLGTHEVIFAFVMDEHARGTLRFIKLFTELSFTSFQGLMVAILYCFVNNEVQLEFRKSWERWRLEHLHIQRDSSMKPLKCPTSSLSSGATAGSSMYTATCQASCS
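Stable HEK293 clone (constitutively active GLP-1R + cAMP-response luciferase); 200 cells/uL plated, 12 h pre-culture, compound 24 hr, 37 deg C/5% CO2; detection reagent 12 min RT; luminescence.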
GLP1R ag: GLP-1 receptor (human) agonism | P43220 | HEK293 GLP-1R CRE-luciferase, luminescence, 4-6 h; cells express a hypersensitive GLP-1R form | Potency, µM (top dose mostly 45.6 µM), for inactives: at the top dose activation, hits mostly activators | 0.007% of 380,000 active; also: potency is read from the fitted curve at half-maximal effect; % of control where 0% means no effect
D3 antag: blocks the human D3 dopamine receptor | D3R cells, DiscoveRx beta-arrestin luminescence, antagonist mode; stronger effect = lower value | P35462 | AID 652054 | 2.5% of 360,000 active | max response, negative = inhibition, %; in the data active = max response below about -50%; inconclusive = no clear call, values can overlap the other calls; also: % is scaled to controls: 0 for no effect and ±100 for the full control effect; mostly tested at two doses, the higher about 12 µM
Target sequence (P35462 whole entry, looked up): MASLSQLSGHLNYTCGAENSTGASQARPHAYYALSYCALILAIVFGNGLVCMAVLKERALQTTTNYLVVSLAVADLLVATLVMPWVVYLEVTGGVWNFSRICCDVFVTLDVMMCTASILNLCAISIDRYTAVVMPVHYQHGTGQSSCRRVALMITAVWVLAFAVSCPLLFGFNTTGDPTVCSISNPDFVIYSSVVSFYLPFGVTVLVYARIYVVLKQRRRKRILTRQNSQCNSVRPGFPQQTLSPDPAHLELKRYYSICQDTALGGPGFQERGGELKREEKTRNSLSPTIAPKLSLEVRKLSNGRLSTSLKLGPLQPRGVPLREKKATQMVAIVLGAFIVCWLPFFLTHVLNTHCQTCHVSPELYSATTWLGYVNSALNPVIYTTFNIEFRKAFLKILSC
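Cells plated overnight at 1500 cells/well, then exposed to library compounds with dopamine controls for 90 minutes at 37 degrees C. DiscoveRx reagent added for 30–60 minutes at room temperature; luminescence read, quantitative HTS format.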
TDP43 rescue: TDP-43 toxicity inhibition in yeast; Potency, µM (doses to about 46.1 µM), without a hit: at the highest dose growth rescue (activation), usual class: activators; AID 652104; TDP-43 expressing yeast growth rescue, BacTiter-Glo, 24 h; 1.8% of 410,000 active; also: potency is read from the fitted curve at half-maximal effect; % of control where 0% means no effect; nearly all actives have a fitted effect of over 50% in size
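Galactose-induced TDP-43 yeast, OD600=0.02, compound pinned; 24 hr, 30 deg C; BacTiter-Glo luminescence for growth. Inhibitors of TDP-43 toxicity read as activators.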
PTHR1 agonist: agonists of human PTHR1 parathyroid hormone receptor. Q03431. AID 743266. HEK293 GP2 PTHR1 cells, GloSensor cAMP luminescence, 1 h. Potency, µM (highest dose often 115 µM), for the others: top-dose activation, hits mostly activators. 0.075% of 410,000 active; also: potency is read from the fitted curve at half-maximal effect; nearly all actives have a fitted effect of over 55% in size; some results filed as inactive show a strong effect at the top dose; inactives centre near -15; many of its hits are not listed in these tables
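HEK-293-derived GP2 cells expressing PTHR1 and a GloSensor cAMP reporter, 3,000/well, plated overnight, given luciferin plus IBMX (each 0.5 mM as added) for 1 h at 37 °C, then compound for 1 h at 37 °C. Luminescence was read after 15 min at room temperature.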
Numbers without * were called inactive; i = inactive; ? = inconclusive; nt = no result given; & = joins results of further samples; [ ] = dose if it differs, or a comment. Unless noted, calls follow the shape of the dose curve; as a rule, active = well fitted curve in the direction sought with a large enough effect; inconclusive = small, poorly fitted or top-dose-only effect, or another doubt; inactive = no such curve, though single readings can be large; an effect the other way counts as inactive or inconclusive. The list is partial, so the mix of outcomes need not match the whole.

SMILES	aSyn yeast inh	FUS yeast rescue	pAkt inh	Abeta yeast res	GLP1R inv ag	GLP1R ag	D3 antag	TDP43 rescue	PTHR1 agonist
COc1cc(/C=N/N=C2/C(=O)Nc3ccccc32)ccc1O	-7%	-9%	i	-11%	86%[activator]	6%	-25	6%	i
COc1ccc(OC)c(NC(=O)c2ccc(OCC(=O)N3CCOCC3)c(OC)c2)c1	2%	6%	i	0%	1%	15%	5	4%	i
O=C(NN1CCOCC1)c1ccc(Cl)s1	0%	-4%	i	5%	17%	5%	5	-3%	i
O=C(CNCc1cccs1)Nc1ccc(OC(F)(F)F)cc1	1%	18%	i	-17%	4%	12%	-6	-18%	-19%
COc1ccc(-n2c(-c3cccc(OC)c3)nc(=S)c3c2CCCC3)cc1	5%	32%	i	-8%	-6%	-9%	-21	-13%	i
CC(C)C(=O)N1CCC1(C)C(=O)Nc1cccc(Oc2ccccc2)c1 (configuration not stated)	-4%	26%	i	-4%	?	-7%	-28	?	i
O=C(c1ccc(F)cc1)N1CCOC(c2nc(-c3ccc(F)cc3)no2)C1 (configuration not stated)	13%	-9%	i	5%	-2%	3%	35	?	-13%
CCOC(=O)C1=C(CS(=O)(=O)c2ccccc2)NC(=O)NC1c1ccccc1OC (configuration not stated)	-1%	-11%	i	-22%	-5%	-3%	-11	-12%	-2%
Cc1ccccc1NC(=S)NCc1ccc2c(c1)cc(C)n2C	3%	23%	i	5%	?	1%	-20	29%	-17%
Cc1ccc(-c2c(C)n([O-])c3c([n+]2=O)CCCCC3)cc1	-13%	nt	i	-13%	9%	-1%	6	20%	-24%
CCOc1ccccc1NC(=O)COc1cccnc1[N+](=O)[O-]	?	19%	i	-26%	17%	16%	12	?	i
C[C@H]1C[C@H]2[C@@H]3CCC4=CC(=O)C=C[C@]4(C)[C@@]3(Cl)[C@@H](O)C[C@]2(C)[C@@]1(O)C(=O)CO	-6%	-22%	i	-23%	-26%	4%&3%	7	?	0%
Cc1nnc(SC(C)C(=O)Nc2ccc(S(=O)(=O)N3CCCCC3)cc2)s1 (configuration not stated)	0%	10%	i	25%	-8%	17%	21	2%	-61%[57.5 µM]
Cc1ccc(Cn2c(=O)n(Cc3ccco3)c(=O)c3sc4ccccc4c32)cc1	nt	-32%	nt	-14%	7%	0%	nt	3%	9%
O=C(Nc1cnc(N2CCN(c3ccccc3)CC2)c(C(=O)O)c1)c1cccs1	nt	11%	nt	4%	4%	nt	nt	25%[9.22 µM]	i
COC(=O)c1ccc(NC(=O)CN2CCN(c3ccccc3)CC2)cc1	5%	12%	i	17%	1%	3%	-25	6%	-1%[57.5 µM]
O=C(O)c1cccc(S(=O)(=O)Nc2ccccc2Cc2ccccc2)c1	15%	27%	i	4%	-15%	0%	-16	-13%	-15%
OC(CN1CCCCC1)c1ccc(Br)cc1 (configuration not stated)	-8%	14%	i	-14%	13%	0%	-23	0%	?
Cn1c(N)c(C(=O)COC(=O)CCc2ccccc2)c(=O)n(C)c1=O	-1%	0%	i	-16%	37%[activator]	2%	3	19%	-35%[inhibitor]
O=C(CCNC(=O)c1ccc([N+](=O)[O-])cc1)NNC(=O)c1ccccc1F	5%	-12%	i	11%	1%	1%	11	15%	-93%[inhibitor]

In a second layout: entries from further up.
SMILES,aSyn yeast inh,FUS yeast rescue,pAkt inh,Abeta yeast res,GLP1R inv ag,GLP1R ag,D3 antag,TDP43 rescue,PTHR1 agonist
Cc1ccc(-c2c(C)n([O-])c3c([n+]2=O)CCCCC3)cc1,-13%,nt,i,-13%,9%,-1%,6,20%,-24%
CCOc1ccccc1NC(=O)COc1cccnc1[N+](=O)[O-],?,19%,i,-26%,17%,16%,12,?,i
C[C@H]1C[C@H]2[C@@H]3CCC4=CC(=O)C=C[C@]4(C)[C@@]3(Cl)[C@@H](O)C[C@]2(C)[C@@]1(O)C(=O)CO,-6%,-22%,i,-23%,-26%,4%&3%,7,?,0%
Cc1nnc(SC(C)C(=O)Nc2ccc(S(=O)(=O)N3CCCCC3)cc2)s1 (configuration not stated),0%,10%,i,25%,-8%,17%,21,2%,-61%[57.5 µM]
Cc1ccc(Cn2c(=O)n(Cc3ccco3)c(=O)c3sc4ccccc4c32)cc1,nt,-32%,nt,-14%,7%,0%,nt,3%,9%
O=C(Nc1cnc(N2CCN(c3ccccc3)CC2)c(C(=O)O)c1)c1cccs1,nt,11%,nt,4%,4%,nt,nt,25%[9.22 µM],i
COC(=O)c1ccc(NC(=O)CN2CCN(c3ccccc3)CC2)cc1,5%,12%,i,17%,1%,3%,-25,6%,-1%[57.5 µM]
O=C(O)c1cccc(S(=O)(=O)Nc2ccccc2Cc2ccccc2)c1,15%,27%,i,4%,-15%,0%,-16,-13%,-15%

The listing continues.
SMILES	aSyn yeast inh	FUS yeast rescue	pAkt inh	Abeta yeast res	GLP1R inv ag	GLP1R ag	D3 antag	TDP43 rescue	PTHR1 agonist
CCN(c1ccccc1)S(=O)(=O)c1ccc(N)c(OC)c1	-5%	0%	i	17%	?	-10%	21	10%	i
O=C(CN1CCN(C(=O)C2CCN(C(=O)/C=C/c3ccccc3)CC2)CC1)Nc1ccc(F)cc1	0%	nt	i	5%	-41%	-42%[inhibitor]	11	0%	-21%
Cc1onc(-c2c(Cl)cccc2Cl)c1C(=O)N1CCCCC1	1%	17%	i	5%	-9%	6%	3	5%	-1%
CCN(C(=O)CCS(=O)(=O)c1ccc2c(c1)CCN2C(C)=O)c1cccc(C(F)(F)F)c1	nt	37%	nt	-6%	-13%	1%	nt	0%	i
COc1cc(OC)cc(C(=O)NCCc2csc(-c3cccc(C)c3)n2)c1	nt	?	nt	-13%	?	nt	nt	?	i
CC(=O)c1ccc(NC(=S)N2CCCC(C(F)(F)F)C2)cc1 (configuration not stated)	-3%	-6%	i	-7%	-1%	2%	12	21%[9.22 µM]	i
CC(=O)Nc1ccc(NC(=O)COC(=O)C2CCCCC2)cc1	1%	2%	i	-15%	6%	3%	17	10%	-20%
CCOc1ccccc1CNC(=O)c1cnn(-c2ccc(C)cc2)c1-n1cccc1	nt	12%	nt	-14%	-7%	nt	nt	-23%	-57%[inhibitor]
Cc1ccc(Cc2c(C)nc3nc(SCC(=O)NCCCN4CCCC4)nn3c2C)cc1	9%	13%	i	6%	-25%	12%	9	-5%	i
CC(C)(C)NC(=O)Nc1nnc(SCC(=O)NC2CCCCC2)s1	-2%	19%	i	-5%	?	-3%	-24	-22%	i
O=C(COC(=O)CCC1CCCC1)Nc1ccc(Cl)cc1F	2%	nt	i	24%	-1%	-2%	5	0%	i
Cn1cc(CCC(=O)NCc2ccc3c(c2)OCO3)c2ccccc21	9%	14%	i	23%	0%	-10%	-14	4%	4%[57.5 µM]
Cc1ccc(S(=O)(=O)N2CCCCC2)cc1NC(=O)c1nn(C)c(=O)c2ccccc12	4%	4%	i	-3%	8%	1%	23	6%	-12%
O=C(Nc1ncc(Br)s1)C(Cc1ccccc1)n1cccc1 (configuration not stated)	5%	9%	i	-62%[inhibitor]	?	0%	-3	?	-51%
Cc1cccc(OCC(=O)Nc2nccs2)c1C	0%	-2%	i	-2%	?	-6%	19	?	-26%
O=C(Cn1cc(S(=O)(=O)Cc2cccc(Cl)c2)c2ccccc21)NCc1ccccc1Cl	nt	32%	nt	-8%	-24%	nt	nt	9%	i
COc1ccc(-c2ccc(N3C(c4cc(OC)cc(OC)c4)=Cc4ccc(OC)cc4C3CC(C)=O)cc2)cc1 (configuration not stated)	0%	?	i	3%	-2%	3%	15	4%	-1%
O=C(NC(=S)Nc1ccc(CN2CCOCC2)cc1)c1cccc([N+](=O)[O-])c1	0%	28%	i	-14%	1%	11%	0	26%	5%
CN(CC(=O)Nc1cccc(F)c1)C(=O)c1cn(-c2ccccc2)nc1-c1cccs1	-15%	22%	i	18%	?	-5%	-8	4%	-10%
COCCCn1c(SCC(=O)N(C)C)nnc1-c1ccccc1	?	18%	i	-15%	5%	-7%	-14	-24%	-17%[57.5 µM]
O=C(NCCC1CCCCN1S(=O)(=O)c1ccc(F)cc1)C(=O)NC1CC1 (configuration not stated)	-1%	3%	i	-2%	-12%	-10%	13	-8%	-14%
O=C(CSc1nnc(-c2cccnc2)n1C1CCCCC1)NC1CCCCC1	-2%	24%	nt	-2%	4%	10%	-18	-6%	-1%[57.5 µM]
COc1ccc(CNC(=O)Cc2csc(Nc3nc(=S)[nH]c4ccccc34)n2)cc1	-3%	nt	i	28%	10%	1%	?	25%	i
CCOC(=O)c1c(NC(=O)COC(=O)c2ccc(C)s2)sc2c1CC(C)(C)NC2(C)C	-8%	12%	i	-2%	7%	-1%	-11	-9%	i
CCOc1ccc(CNc2ncnc(N)n2)cc1	2%	27%	i	-5%	46%[activator]	0%	-13	-2%	i
COc1ccc(NC(=O)C2(N(C(=O)Cn3nnnc3N)c3ccc(OC)cc3)CCCCC2)cc1	4%	10%	i	-12%	?	-1%	14	3%	-29%
C=CCN(c1ccc(C(=O)Nc2ccc(NC(C)=O)cc2)cc1)S(C)(=O)=O	5%	24%	i	-12%	11%	1%	4	?	-15%
